SENP8 block-1 – SENP8 protease inhibitors, primary screen, biochemical, luminescence | Sentrin-specific protease 8 (Homo sapiens), Q96LD8 | purified SENP8, Z-RLRGG-aminoluciferin cleavage | inhibition, % at 10 µM | 330,000 tested, 1.2% active | AID 2540, 2010; in the data active = inhibition above about 50%
UBC13 inh – UBC13 polyubiquitin chain formation inhibitors, primary screen, biochemical, TR-FRET, uHTS | Ubiquitin-conjugating enzyme E2 N (Homo sapiens), P61088 | inhibition, % at 20 µM | 330,000 tested, 0.47% active | AID 485273, 2010; in the data active = inhibition above about 45%, passing the limit was not always enough; inconclusive = no clear call, values can overlap the other calls
Apaf1 inhib – inhibitors of human Apaf-1 apoptosome, primary screen, biochemical, DEVD-Rh110 fluorescence, uHTS | Apoptotic protease-activating factor 1 (Homo sapiens), O14727 | reconstituted apoptosome caspase-3 activity | inhibition, % at 20 µM | 330,000 tested, 0.71% active; active = inhibition of at least 40% at 20 µM;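 also: plate controls were DMSO wells for no effect and DEVD-CHO caspase inhibitor wells for full effect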
Target sequence (O14727 whole entry, looked up): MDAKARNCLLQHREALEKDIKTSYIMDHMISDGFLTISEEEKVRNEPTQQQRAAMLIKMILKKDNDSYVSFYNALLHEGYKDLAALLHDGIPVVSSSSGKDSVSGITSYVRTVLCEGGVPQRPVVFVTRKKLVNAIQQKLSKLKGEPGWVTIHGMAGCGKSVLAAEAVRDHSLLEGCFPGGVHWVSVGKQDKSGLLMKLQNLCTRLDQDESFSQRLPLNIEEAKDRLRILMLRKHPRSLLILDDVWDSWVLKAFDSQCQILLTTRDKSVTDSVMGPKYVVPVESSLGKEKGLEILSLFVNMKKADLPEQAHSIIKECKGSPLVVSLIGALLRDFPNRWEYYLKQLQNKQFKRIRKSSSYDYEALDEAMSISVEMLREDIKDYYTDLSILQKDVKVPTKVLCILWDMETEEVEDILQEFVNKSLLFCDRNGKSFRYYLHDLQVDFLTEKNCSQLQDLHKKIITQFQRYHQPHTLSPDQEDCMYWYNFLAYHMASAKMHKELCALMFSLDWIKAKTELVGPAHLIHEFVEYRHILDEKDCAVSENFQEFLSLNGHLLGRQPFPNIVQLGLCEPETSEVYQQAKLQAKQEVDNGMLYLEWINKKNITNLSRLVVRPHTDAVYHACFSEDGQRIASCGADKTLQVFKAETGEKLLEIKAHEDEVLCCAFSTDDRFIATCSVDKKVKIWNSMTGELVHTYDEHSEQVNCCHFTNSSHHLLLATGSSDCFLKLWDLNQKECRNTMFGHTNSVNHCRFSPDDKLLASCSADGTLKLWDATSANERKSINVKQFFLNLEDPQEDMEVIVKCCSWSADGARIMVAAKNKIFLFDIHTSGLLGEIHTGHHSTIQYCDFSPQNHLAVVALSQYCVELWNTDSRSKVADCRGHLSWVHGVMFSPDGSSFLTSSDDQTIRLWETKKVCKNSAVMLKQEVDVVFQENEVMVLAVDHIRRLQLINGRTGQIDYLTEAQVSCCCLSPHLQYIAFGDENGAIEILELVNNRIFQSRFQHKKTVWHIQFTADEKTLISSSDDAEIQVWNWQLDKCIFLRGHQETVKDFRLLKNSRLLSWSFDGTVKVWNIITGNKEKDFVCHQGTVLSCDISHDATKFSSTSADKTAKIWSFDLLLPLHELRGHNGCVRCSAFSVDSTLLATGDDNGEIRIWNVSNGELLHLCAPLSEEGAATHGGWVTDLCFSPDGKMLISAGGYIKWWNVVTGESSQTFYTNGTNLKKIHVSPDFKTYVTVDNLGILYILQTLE
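Material: reconstituted apoptosome with Apaf-1, cytochrome c, caspase-9, procaspase-3, dATP / Buffer or medium: pH 7.5 Hepes buffer with CHAPS, BSA, DTT / Also added: cytochrome c with DEVD-Rh110 / Schedule: compound with Apaf-1, dATP, procaspase-3 30 min, then 50 min reaction, room temperature / Technique: rhodamine 110 fluorescence at Ex 480/Em 540 nm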
SENP8 block-2 – human SENP8 protease inhibitors, primary screen, biochemical, fluorescence, Nedd8 protein substrate, uHTS | Sentrin-specific protease 8 (Homo sapiens), Q96LD8 | recombinant SENP8 | inhibition, % at 20 µM | 360,000 tested, 0.64% active | AID 602440, 2012; in the data active = inhibition mostly above about 40%, no sharp cut-off; inactive = mostly below about 27%
SENP7 inh – SENP7 protease inhibitors, primary screen, biochemical, luminescence, uHTS; recombinant SENP7, Z-RLRGG-aminoluciferin luminescence, 40 min; 330,000 tested, 1.5% active; inhibition, % at 5 µM;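 active = inhibition above about 50% at the single test dose, limit read from the data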;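 also: plate controls were DMSO with enzyme for no effect and no enzyme buffer wells for full effect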
SENP1 FRET inh – human SENP1 catalytic domain inhibitors, primary screen, biochemical, FRET, uHTS. 360,000 tested, 0.21% active. recombinant SENP1 catalytic domain, CyPet-SUMO1-YPet FRET cleavage. inhibition, % at 10 µM. Sentrin-specific protease 1 (Homo sapiens), Q9P0U3;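 active = inhibition at least 30% at 10 µM, raw YFP signal under a set limit, fluorescence ratio 0.5 to 1.5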;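 also: 0% = enzyme with DMSO and 100% = no enzyme wells; some results filed as inactive read as strong as hits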
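Controls: no-enzyme wells low, DMSO-plus-enzyme wells high control. Test system: human recombinant His6-tagged SENP1 catalytic domain enzyme. Reagent: SFCypet-SUMO1-SFYpet FRET protein substrate, 25 nM final. Doses: one dose per compound, 10 µM, 0.5% DMSO. Detection: FRET, CFP and YFP emission. Timing: 50 min reaction at room temperature.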
A3G deaminase – APOBEC3G DNA deaminase inhibitors, primary screen, biochemical, fluorescence, single-stranded DNA substrate, uHTS; AID 493012, 2011; inhibition, % at 20 µM; DNA dC->dU-editing enzyme APOBEC-3G (Homo sapiens), Q9HC16; recombinant A3G, ssDNA deamination FAM/TAMRA fluorescence; 330,000 tested, 0.28% active;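 active = inhibition of at least 40% at 20 µM, with no more than 30% in the related APOBEC3A deaminase screen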;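 also: plate controls were DMSO wells with A3G for no effect and wells lacking A3G enzyme for full effect; some compounds called inactive have numbers as strong as hits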
SENP6 block – SENP6 protease inhibitors, primary screen, biochemical, luminescence, uHTS. Recombinant SENP6 catalytic domain, aminoluciferin luminescence. inhibition, % at 10 µM. 330,000 tested, 1.8% active. AID 2599, 2010. Sentrin-specific protease 6 (Homo sapiens), Q9GZR1;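 active = inhibition above about 50% at the single tested dose, limit read from the data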;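 also: plate controls were DMSO wells with enzyme for no effect and DMSO wells lacking enzyme for full effect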
* marks the source's active call; other numbers are inactive results; ? = inconclusive.

SMILES	SENP8 block-1	UBC13 inh	Apaf1 inhib	SENP8 block-2	SENP7 inh	SENP1 FRET inh	A3G deaminase	SENP6 block
CCCc1cc(=O)oc2cc(OCC(=O)NCc3cccs3)ccc12	6	9	4	-159	-8	-5	-4	12
COc1ccc(-n2c(Cc3cccn3C)nnc2SCC(=O)NCC2CCCO2)cc1 (stereo unspecified)	-6	8	-8	9	-9	1	-8	-22
CN(C)c1ccc(-c2nn3c(C4CCCCC4)nnc3s2)cc1	-12	-5	28	-262	-9	-2	-8	-14
COc1ccc(C2C(C(=O)OC(C)C)=C(C)N=c3s/c(=C\c4cccs4)c(=O)n32)cc1 (stereo unspecified)	-12	-17	6	19	-5	-12	-2	1
CCCNS(=O)(=O)c1ccc(CCC(=O)NCc2ccco2)cc1	3	9	1	12	-3	-4	2	-6
CCc1noc(C)c1C(=O)Nc1sc(C(=O)N(C)C)c(C)c1C#N	-13	-9	3	-69	-20	-4	1	-5
Cn1ncc2c(O/N=C(\N)c3ccc(C(C)(C)C)cc3)ncnc21	-10	-5	9	19	-8	1	-5	-34
CCCOc1ccc(NC(=O)CC2C(=O)N(C)C(=S)N2Cc2cccs2)cc1 (stereo unspecified)	7	-9	-8	23	2	2	-4	-3
O=c1[nH]c(=O)n(CCO)c2nnn(Cc3ccccc3)c12	-9	0	-6	10	-4	0	-1	-12
CC1(C)CC(=O)C2=C(C1)N(c1ccc(F)cc1)C(=O)NC2(C(F)(F)F)C(F)(F)F	5	7	0	15	8	1	-2	4
Cc1ccc(O)c(C(CC(=O)NC2CCCCC2)c2ccccc2)c1 (stereo unspecified)	3	4	9	8	0	3	-3	-3
CC1CC1C(=O)Nc1nc(-c2ccccn2)cs1 (stereo unspecified)	-18	-20	-13	12	8	1	35	4
Cc1ccc([N+](=O)[O-])c2c1C(N1CCCCC1)C(C)(C)O2 (stereo unspecified)	6	-4	-1	31	1	-2	-2	3
COC(=O)c1c(C)[nH]c(C(=O)OCc2csc(CC(=O)Nc3ccccc3C)n2)c1C	-10	-13	16	-4	-4	-27	-5	-23
O=C(O)C1Nc2c(O)cccc2C2C=CCC12 (stereo unspecified)	-16	?	35	23	-6	-17	88	-93
COc1ccc(C(=O)C(OC(=O)c2ccccc2)c2ccccc2)cc1 (stereo unspecified)	-3	-3	10	13	10	1	0	2
CCC(C)(C)NC(=O)CN(Cc1ccc2c(c1)OCO2)C(=O)CCC(=O)Nc1nccs1	4	9	3	8	2	2	-6	14
Cn1cc(S(=O)(=O)N2CCCC(C(=O)O)C2)cn1 (stereo unspecified)	-3	-16	-6	6	-5	1	-4	-12
COc1ccc(/C(O)=C2/C(=O)C(=O)N(CCCN3CCOCC3)C2c2ccc(C)cc2)cc1 (stereo unspecified)	-6	15	4	-17	-9	-3	-6	-19
COc1ccc(CNC(=O)c2cc(-c3ccccc3OC)on2)cc1	2	13	-4	2	-9	2	-5	-4
O=S1(=O)N=C(Nc2ccc(O)c(CN3CCCCC3)c2)c2ccccc21	-3	7	-24	6	8	0	-7	3
CCOC(=O)c1ccc2[nH]cc(C(C)=O)c(=O)c2c1	3	0	-11	-114	8	-23	-6	7
COc1cccc(C2C(C(=O)NCc3ccccc3)=C(C)Nc3ncnn32)c1 (stereo unspecified)	9	8	-6	-8	-2	2	-4	17
CCCn1nc(NS(=O)(=O)c2ccc(F)cc2)c2cc3ccccc3nc21	7	-14	2	-19	0	8	-4	9
O=C1CCC(=O)N1CCC(c1ccc(F)cc1)c1ccco1 (stereo unspecified)	-11	9	-3	3	-2	-2	-5	-8
O=C(O)C1CCCN1C(=O)C1CCN(S(=O)(=O)c2cccc(C(F)(F)F)c2)CC1 (stereo unspecified)	-9	5	-6	16	3	2	-10	-5
O=C(Nc1ccc(S(=O)(=O)N2CCCCCC2)cc1)c1ccco1	7	-3	10	14	23	0	-7	36
C=CC[C@@H](CC(=O)NCCO)C(=O)N[C@H](C)COC(=O)[C@@H](CC=C)Cc1ccc(F)cc1	-11	-21	0	4	-2	1	-7	-22
Cc1ccc(/C=C2\Oc3c(ccc(O)c3CN3CCN(C)CC3)C2=O)cc1	-5	-26	-2	-365	0	-23	-3	2
Cc1nc2c(-c3ccc(F)cc3)cnn2c(N)c1-c1ccc(F)cc1	-22	13	8	-311	-4	1	-8	-14
CC(C)(C)c1csc(NC(=O)Cn2cnc3ccccc3c2=O)n1	-5	2	10	29	12	2	22	-11
CSc1ccc(S(=O)(=O)NCC(=O)OCCOc2ccccc2)cc1[N+](=O)[O-]	-1	2	6	23	-4	1	-3	-7
NC(=NC(=O)c1ccc(OCC(F)(F)F)nc1)c1ccccc1	1	-3	2	16	4	3	-2	-9
CCOC(=O)C1CCN(S(=O)(=O)c2ccc3[nH]c(=O)c(=O)[nH]c3c2)CC1	0	9	2	-292	-4	2	-1	7
CCOC(=O)N1CCN(CC(=O)Nc2ccccc2C(=O)Nc2ccccc2)CC1	-4	-14	1	8	1	-1	-1	-8
CC(C)NS(=O)(=O)c1ccc(OCC(=O)N2CCc3ccccc3C2)cc1	-7	0	0	6	4	0	1	-4
O=C(Nc1cccc(S(=O)(=O)NC2=NCCC2)c1)C1CCC1	0	-3	8	1	4	0	-1	-7
O=C(COc1ccccc1[N+](=O)[O-])OC1CCS(=O)(=O)C1 (stereo unspecified)	1	0	-3	14	-7	2	-1	-20
CN(CC(=O)Nc1ccc(F)c(F)c1F)C(=O)Cn1cnc2c1c(=O)n(C)c(=O)n2C	-1	0	24	20	5	1	-5	-15
CC1CCOC(c2coc3ccccc3c2=O)O1 (stereo unspecified)	14	4	-4	16	33	-2	-8	0
CCOC(=O)N1CCN(Cc2nc3cc(NC(=O)CC)ccc3n2C)CC1	2	4	-4	1	2	-2	3	-32
COc1cc(OC)nc(Oc2ccccc2C(=O)Oc2cccc(C)c2)n1	-2	-3	6	10	9	0	-3	-11
O=c1c(N=Nc2ccc(O)cc2)c(-c2ccccc2)[nH]n1-c1ccc([N+](=O)[O-])cc1	6	-101	-22	56*	4	25	-11	3
S=C(NCc1ccco1)N1CCN(c2ccc(Cl)cc2)CC1	-3	-1	10	8	5	1	2	16
COCCCn1c(O)c(/C=C2\N=C(C#N)C(=Nc3ccc(C)cc3)O2)sc1=S	-3	-2	4	13	14	54*	-4	1
COc1nc(-c2ccccc2)ccc1-c1noc(-c2ccco2)n1	5	9	23	-85	20	-12	38	-46
O=C(NC1CCCC1)C(c1ccccc1)N(C(=O)c1csnn1)c1ccccc1F (stereo unspecified)	2	-2	3	12	2	2	0	21
Cc1ccc(-n2ccc(=O)c(C(=O)Nc3ccc(S(=O)(=O)N4CCOCC4)cc3)n2)cc1	12	-2	3	-49	-1	1	3	-3
O=C(Nc1ccc(-c2cscn2)cc1)C1CCCN(Cc2ccccc2)C1 (stereo unspecified)	-9	-3	8	4	-13	-2	-10	-17
O=C(NCCCN1CCOCC1)c1cccs1	2	4	-5	14	-2	1	-2	-2
NS(=O)(=O)c1cccc(NS(=O)(=O)c2ccc3ccccc3c2)c1	-5	8	3	19	5	0	-3	-25
O=C1c2oc3ccccc3c(=O)c2C(c2cccc(Br)c2)N1Cc1ccco1 (stereo unspecified)	0	9	7	10	-4	1	-6	-6
Cc1nn(C)cc1CN1CCC(CO)(CCOc2ccccc2)CC1	4	-5	-7	2	11	2	3	22
O=C(COc1ccccc1)N1CCN(c2ncccn2)CC1	-17	0	-5	-2	-3	-1	-9	-8
COc1ccc(N(C(=O)c2snc(C(N)=O)c2N)C(C(=O)NC2CCCC2)c2cc(OC)ccc2OC)c(OC)c1 (stereo unspecified)	-6	1	16	-286	4	-9	-6	-8
Cc1ccc(S(=O)(=O)N/N=C2\C(=O)C3(C)CCC2C3(C)C)cc1 (stereo unspecified)	0	5	7	7	0	1	1	2
CCC(C)C(NC(=O)C1CCC(=O)N1C(=O)OCc1ccccc1)C(=O)NC(Cc1ccccc1)C(N)=O (stereo unspecified)	4	4	10	12	0	3	-9	-15
O=C(COC(=O)c1ccc2c(c1)OCO2)NC1CCS(=O)(=O)C1 (stereo unspecified)	-4	6	-6	23	-5	1	-1	-5
COC(=O)NNC(=O)c1ccc(C)c(Br)c1	-5	3	-10	23	-1	2	-11	-22
COc1cc2c(cc1OC)CN(CC(=O)Nc1ccc(S(=O)(=O)N3CCCC3)cc1)CC2	-6	0	27	-95	-16	-9	-3	-2

Bioassay records as filed in PubChem.
